# Source: PubChem
# MPTP inh – permeability transition pore inhibition; AID 602449; 1.4% of 360,000 active; inhibition, % at 10 µM; isolated mouse mitochondria, Ca2+ swelling absorbance, 30 min;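 active means inhibition of 50% or more, scaled per plate between neutral and stimulator controls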;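 further: 0% = DMSO wells given calcium and 100% = 1 mM EGTA wells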
# tim23-1 inh – growth inhibitors of tim23-1 mutant yeast. S. cerevisiae tim23-1 growth, BacTiter-Glo luminescence, 24 h. 1.3% of 330,000 active. inhibition, % at 20 µM;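 active means growth inhibition of the mutant yeast at or above 50%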;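 further: temperature-sensitive mutant grown at 25 °C; plate controls were DMSO-treated mutant yeast for no effect and medium wells lacking yeast for full effect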
# tim10-1 inh – inhibits growth of tim10-1 mutant yeast; S. cerevisiae tim10-1 ts strain growth, BacTiter-Glo, 24 h; inhibition, % at 20 µM; 2.2% of 330,000 active; AID 463190;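 active means inhibition of at least 40%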;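 further: mutant grown at 25 °C; 0% = DMSO wells with yeast and 100% = wells holding no yeast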
# TIM10 inh – inhibits growth of TIM10 yeast strain | S. cerevisiae TIM10 strain growth, BacTiter-Glo luminescence, 24 h | inhibition, % at 10 µM | 1.4% of 330,000 active | AID 463195;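 active means inhibition of 40% or more at the single tested concentration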;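 further: wild-type TIM10 isogenic control strain grown at permissive 25 °C; 0% = DMSO yeast wells and 100% = minimal medium wells without yeast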
# APJ agonist – agonists of human APJ apelin receptor. CHO-K1 APJ PathHunter beta-arrestin, luminescence; 0% DMSO wells, 100% apelin. activation, % at 20 µM. 0.11% of 330,000 active. AID 2520;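 active means activation more than six SD over the plate average, tested at 20 µM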;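 further: 0% = DMSO alone and 100% = apelin-13 at 10 nM; some results filed as inactive read as strong as hits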
# Target sequence (P35414 whole entry, looked up): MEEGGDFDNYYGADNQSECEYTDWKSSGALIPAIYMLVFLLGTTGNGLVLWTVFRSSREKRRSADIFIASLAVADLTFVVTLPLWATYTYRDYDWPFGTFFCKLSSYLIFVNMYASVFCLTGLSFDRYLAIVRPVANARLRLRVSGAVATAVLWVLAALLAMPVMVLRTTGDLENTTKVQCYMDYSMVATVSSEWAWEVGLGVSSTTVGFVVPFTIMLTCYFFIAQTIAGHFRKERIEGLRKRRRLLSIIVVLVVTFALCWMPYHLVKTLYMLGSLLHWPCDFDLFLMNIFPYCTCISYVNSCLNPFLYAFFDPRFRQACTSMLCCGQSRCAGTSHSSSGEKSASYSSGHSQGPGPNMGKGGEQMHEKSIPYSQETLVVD
#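 Incubation: overnight seeding, 90 min compound at 25 °C, 1 h detection; test system: PathHunter CHO-K1 APJ (AGTRL-1) beta-arrestin reporter cells; amount: 1000 cells/well; doses: one dose, 20 µM compound, 1% DMSO; measured by: beta-gal luminescence; measure: agonist-driven arrestin binding to APJ; benchmarks: negative DMSO alone, positive Apelin-13 at 10 nM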
# MIN6 prolif – MIN6 beta-cell proliferation induction. MIN6 cells proliferation, ATPlite luminescence, 48 h; cells starved in 0.2% serum; 100% = growth in 10% serum. proliferation, % at 10 µM. 0.29% of 330,000 active;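 active means compounds whose signal lies at least 3.5 SD above the mean of all wells on their plate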;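 further: 0% = DMSO-treated cells in low-serum medium and 100% = 10% serum control; some compounds called inactive have numbers as strong as hits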
# APJ antagonist – antagonists of human APJ apelin receptor. P35414. CHO-K1 APJ beta-arrestin complementation, luminescence. inhibition, % at 20 µM. 0.32% of 330,000 active. AID 2521;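 active means inhibition above about 40% at 20 µM, limit read from the data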;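 further: cells challenged with 10 nM apelin-13 agonist together with compound; plate controls were apelin-13 plus DMSO wells for no effect and DMSO wells lacking apelin-13 for full effect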
# GRIN3A LBD mod – modulators (binders) of human NR3A ligand-binding domain. AID 1259313. NR3A LBD differential scanning fluorimetry, Tm shift; 0% = protein alone, 100% = glycine-bound protein. Tm shift relative to glycine control, % at 25 µM. 2.5% of 340,000 active;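 active means melting temperature shift of at least 10% of the positive control shift, at one fixed dose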
# NLRP3 yeast inh – blocks the NALP3 inflammasome reconstituted in yeast; Yeast reconstituted NLRP3/ASC/caspase-1, beta-gal luminescence, 24 h; inhibition, % at 10 µM; 0.39% of 330,000 active; AID 2825;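 active means inhibition of 50% or more; inactive means inhibition below 50%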;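 further: plate controls were induced DMSO wells for no effect and uninduced yeast grown without galactose for full effect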
# * = called active by the depositor; x = no result given.
SMILES,MPTP inh,tim23-1 inh,tim10-1 inh,TIM10 inh,APJ agonist,MIN6 prolif,APJ antagonist,GRIN3A LBD mod,NLRP3 yeast inh
c1ccc(CNC2=NCCCC2)cc1,-1.0,-7,-9,-10,0,0,-24,0,7
C=CCc1cccc2cc(C(=O)N3CCN(C(=O)OCC)CC3)c(=O)oc12,3.5,15,13,8,-2,-2,0,-3,15
O=C(Cc1cccc(C(F)(F)F)c1)Nc1ccc(S(=O)(=O)N2CCCC2)cc1,2.4,8,28,8,1,-4,5,-2,6
COn1c(=O)c(-c2ccccc2)[n+]([O-])c2ccccc21,0.0,22,27,19,-3,-2,7,-1,2
Cn1ccnc1Sc1cc(Cl)ccc1[N+](=O)[O-],0.4,12,4,-19,3,-1,-11,-2,2
Cc1cc(=O)oc2cc(OCc3nnc(-c4ccccc4Br)o3)ccc12,4.1,18,44*,25,0,-1,2,-1,27
O=C(NCC1CCCO1)c1sc(=S)n2c1[nH]c(=O)c1ccc(C(=O)N3CCCCC3)cc12 (centres undefined),2.3,26,7,16,-9,1,19,-6,23
O=C(NC(=S)Nc1cccc(Cl)c1N1CCOCC1)c1cccs1,0.3,18,24,15,-2,-2,8,-8,-37
O=C(O)CC1=C(O)C(=O)N(c2ccccc2)C1c1ccc(Br)cc1 (centres undefined),-3.9,19,2,8,-4,-2,21,1,13
Cc1ccc2cc(CN(Cc3ccco3)C(=O)c3ccco3)c3nnnn3c2c1,1.1,26,6,5,-4,2,8,0,-12
CCn1ccnc1CN(C)C(=O)C1CCC(=O)N(CCc2cccc(F)c2)C1 (centres undefined),-1.3,-17,-13,-6,1,-3,-22,0,15
CCc1ccc(OCC(=O)NN2Cc3ccccc3C2=N)cc1,-0.8,-9,-7,16,-4,1,6,0,9
CCOC(=O)N1CCN(C(=O)COC(=O)CNC(=O)c2ccc(Cl)cc2Cl)CC1,-2.6,-19,-25,-1,-8,-1,-45,-2,19
O=C1CN(C(=O)COC(=O)/C=C/c2ccc(S(=O)(=O)N3CCOCC3)cc2)c2ccccc2N1,0.5,18,3,1,-1,-1,-2,-4,-2
CCOc1cc(NCCN2CCOCC2)c([N+](=O)[O-])cc1OCC,1.6,9,1,2,-1,-1,-5,1,26
O=S(=O)([N-]c1nc2ccccc2nc1-[n+]1ccc(CCCc2ccccc2)cc1)c1cccs1,-0.6,25,-6,1,6,1,-37,0,16
COc1ccccc1Nc1nc2nonc2nc1N1CCCCC1C (centres undefined),4.4,15,25,19,-4,-4,14,0,6
O=C(CSc1n[nH]c(-c2ccccc2)n1)Nc1ncc(Br)cc1Br,-0.6,9,11,12,-4,0,-6,-2,16
CC(C)OC(=O)NCCOC(=O)Nc1cccc(Cl)c1,100*,0,-21,8,3,-5,-21,1,27
O=C(NC1=NCCS1)[C@H](Cc1ccccc1)N1C(=O)c2ccccc2C1=O,0.2,19,25,16,-4,-1,14,0,-2
CCOc1ccc(CC(=O)NCC2(N3CCCCC3)CCCCC2)cc1,2.8,-4,9,2,-3,0,2,1,7
COc1cc2c(cc1OC)CN(C(=O)Cn1ccccc1=O)CC2,2.0,12,5,-1,-5,1,4,-2,-21
COc1ccccc1NC(=O)CSc1nnc(C2CCCCC2)o1,0.0,6,11,3,3,-2,-4,1,11
CC(C)C(CC(=O)NCc1ccco1)c1ccco1 (centres undefined),0.9,14,1,1,4,-5,2,1,0
Cc1nc2cc3ccccc3cc2c(=O)[nH]1,3.4,4,3,18,-1,0,-40,2,4

# Three compounds picked at random from the list so far, as already listed:
SMILES,MPTP inh,tim23-1 inh,tim10-1 inh,TIM10 inh,APJ agonist,MIN6 prolif,APJ antagonist,GRIN3A LBD mod,NLRP3 yeast inh
Cn1ccnc1Sc1cc(Cl)ccc1[N+](=O)[O-],0.4,12,4,-19,3,-1,-11,-2,2
CCn1ccnc1CN(C)C(=O)C1CCC(=O)N(CCc2cccc(F)c2)C1 (centres undefined),-1.3,-17,-13,-6,1,-3,-22,0,15
CCOc1cc(NCCN2CCOCC2)c([N+](=O)[O-])cc1OCC,1.6,9,1,2,-1,-1,-5,1,26

# (cont.)
SMILES,MPTP inh,tim23-1 inh,tim10-1 inh,TIM10 inh,APJ agonist,MIN6 prolif,APJ antagonist,GRIN3A LBD mod,NLRP3 yeast inh
CCN(Cc1ccccc1)c1ccc(/C=N/NC(=O)c2cccc(S(=O)(=O)N3CCOCC3)c2)cc1,-0.2,3,1,14,-1,-2,16,-8,7
CN(CCOC(=O)c1ccccc1)Cc1ccccc1,2.4,-2,4,6,-2,0,7,0,1
COc1ccc(OCC(=O)Nc2ccncc2)cc1,8.8,9,5,-11,-3,-3,-12,1,3
NC(=O)c1ccc[n+](CC(=O)c2cccc([N+](=O)[O-])c2)c1,-2.0,-11,6,-2,0,2,15,5,5
O=C(Nc1ccc(S(=O)(=O)Nc2nccs2)cc1)c1cccc(F)c1,0.1,-7,-30,8,-2,2,0,-6,2
COc1ccc(-c2noc(CSc3nc4sc(C)c(C)c4c(=O)n3-c3ccccc3)n2)cc1OC,0.0,11,17,15,-2,1,4,-1,12
N#CCSc1ncnc2ccccc12,-3.2,-4,-3,4,-2,2,0,-6,7
Clc1ccc2ncc(-c3nnnn3-c3ccccc3)c(-c3ccccc3)c2c1,-1.4,48,44*,30,-1,-5,10,-3,8
C=CCn1c(SCC(=O)N2CC(C)OC(C)C2)nnc1-c1ccncc1 (centres undefined),-0.5,-12,-19,-3,1,-4,0,0,7
COc1cccc(CSc2nnc(C(F)(F)F)n2Cc2ccc(F)cc2)c1,0.9,24,33,-6,1,-2,5,2,22
CCOCc1nnc(NC(=O)c2ccc(NC(C)=O)cc2)s1,-1.8,2,9,-3,-3,-3,-7,4,8
C[C@H](NC(=O)C(c1ccccc1)c1ccccc1)c1ccccc1,0.5,28,20,19,-5,0,6,2,-6
O=C(CN1C(=O)NC2(CCCC2)C1=O)Nc1cc(Cl)ccc1N1CCCC1,-0.1,11,0,8,-1,-3,7,-2,13
COc1ccc(C2Nc3ccccc3C(=O)N2Cc2ccco2)cc1COc1ccc(F)cc1 (centres undefined),2.3,19,33,23,-4,-5,12,-5,18
CCOC(=O)C1CCCN(CC(O)COCc2ccc3c(c2)OCO3)C1 (centres undefined),0.4,12,-1,-12,0,-3,0,0,7
O=C1c2ccccc2C(=O)N1CCc1c[nH]c2ccc(O)cc12,-0.5,10,-6,-1,2,3,0,0,11
CC(=O)COC(=O)c1cccc(N2C(=O)C3C4C=CC(C4)C3C2=O)c1 (centres undefined),-0.3,10,-10,-2,-2,1,13,1,17
COC(=O)c1scc(C)c1NC(=O)Cc1ccccc1,-2.1,29,6,-10,-2,-2,-15,-1,7
CC(NC(=O)c1ccc2c(c1)OCCO2)c1ccc(S(N)(=O)=O)cc1 (centres undefined),-1.2,18,-3,-5,0,-2,3,0,12
Cc1cccc(Cc2cnc(NC(=O)c3ccc(C)o3)s2)c1,-0.4,48,55*,45*,0,-3,-7,5,24
COc1ccc(C(=O)CCC(=O)NC2=NCCS2)cc1,-1.8,-15,3,-5,-4,-3,11,0,5
CC1(CCc2ccc3c(c2)OCO3)NC(=O)c2ccccc2N1 (centres undefined),0.1,8,-1,-1,6,-1,5,1,-5
O=C(CCc1ccccc1)Nc1cccc(-c2nnc(-c3ccco3)o2)c1,0.4,-16,15,4,-4,-4,0,-16,23
COc1ccc(NC(=O)C/C(C)=N/NC(=O)c2ccccn2)c(OC)c1,0.1,8,12,-8,1,0,10,-1,12
COc1ccc(-n2nc(C(=O)Nc3nc4ccc(OC)cc4s3)c3ccccc3c2=O)c(OC)c1,x,-24,-2,-10,-4,-3,-2,x,-6

# Structures listed so far printed as active in MPTP inh.
mol | MPTP inh | tim10-1 inh | TIM10 inh | APJ antagonist | GRIN3A LBD mod | NLRP3 yeast inh
CC(C)OC(=O)NCCOC(=O)Nc1cccc(Cl)c1 | 100* | -21 | 8 | -21 | 1 | 27

# Further records
SMILES,MPTP inh,tim23-1 inh,tim10-1 inh,TIM10 inh,APJ agonist,MIN6 prolif,APJ antagonist,GRIN3A LBD mod,NLRP3 yeast inh
COCCn1c(C)cc(C(=O)COC(=O)CCc2ccc(S(=O)(=O)N3CCOCC3)cc2)c1C,4.3,15,16,24,-2,-3,8,0,9
COc1ccc(CC(=O)OCC(=O)NC2CCCCCC2)cc1OC,1.8,13,8,-5,2,0,-1,1,21
O=C(Nc1ccccc1C(F)(F)F)NC1CCCCCCC1,-1.2,11,12,5,-3,-4,9,1,9
O=C(Cn1nnc(-c2cccs2)n1)NCc1ccccc1,-0.9,2,20,-3,3,2,11,-2,16
CCN(CC)S(=O)(=O)c1ccc(C(=O)Nc2nnc(-c3ccco3)o2)cc1,0.6,4,18,-4,-3,-3,12,-5,12
O=C(N/N=C/c1ccc(N2CCCC2)c([N+](=O)[O-])c1)c1cccnc1,-0.7,8,4,7,-1,-4,-3,-2,13
CCCCOC(=O)N1CCOCCOCCOCCOCC1,1.8,-13,4,-11,-1,-1,10,0,-2
COc1ccc(COC[C@H](C)[C@H](O)[C@@H](C)[C@H]2OC(=O)[C@@H]2C)cc1,1.9,15,-9,6,-1,-5,9,1,19
COc1ccc(O)c(C2NC(CC(C)C)(C(=O)O)C3C(=O)N(Cc4ccccc4)C(=O)C23)c1 (centres undefined),-0.4,8,0,-4,-1,-3,-9,0,-1
CCN(CC)C(=O)c1cc2sc3ccccc3c2s1,-2.1,39,28,12,-6,-1,-7,1,25
O=C(Nc1cccc(C(F)(F)F)c1)c1cccnc1,-1.2,9,26,5,1,1,0,1,4
O=C(c1ccco1)N1CCN(C(=O)c2ccc(CS(=O)c3ccc(Cl)cc3)o2)CC1 (centres undefined),-0.2,-7,3,-1,-6,-2,16,-1,11
O=C(O)CC1(CC(=O)NCc2ccccn2)CCCCC1,1.0,5,2,14,3,0,17,0,7
CN(C)CCNC(=O)c1onc(CSc2ccncc2)c1C(=O)NCCN(C)C,0.0,3,-6,-1,1,-5,-15,-1,7
CNc1nnc(CSc2nc3ccccc3s2)s1,-0.6,10,24,3,-2,-2,-26,2,9
Cc1ccc(OCC(O)Cn2c(N)nc3c2c(=O)n(C)c(=O)n3C)cc1 (centres undefined),2.0,8,4,6,0,-2,-5,0,10
COc1ccc(NC(=O)c2cc(S(=O)(=O)N3CCOCC3)cn2C)cc1Cl,-0.1,3,0,-5,6,2,-10,0,-9
CC1CCc2c(sc3ncnc(N4CCOCC4)c23)C1 (centres undefined),1.7,23,-19,-15,-2,1,-6,-1,3
CCc1ccc(-c2nc(SCC(=O)c3c(N)n(C4CC4)c(=O)[nH]c3=O)n[nH]2)cc1,1.1,-2,-1,-2,-5,-7,24,-2,2
CCCNC(=O)CN(C1CCCCC1)S(C)(=O)=O,-5.7,1,4,-5,-5,-2,18,1,1
Cc1ccc2nc(N3CCN(C(=O)CCC(=O)O)CC3)nc(-c3ccccc3)c2c1,-0.7,16,18,4,-2,-5,6,-9,10
Cc1ccc(NC(=O)C2C3C=CC4(CN(Cc5cccnc5)C(=O)C24)O3)cc1F (centres undefined),-0.7,14,1,0,-1,-1,6,-1,11
CCCc1cc2c(cc1NC(=O)c1ccccc1Cl)OCO2,1.3,26,17,2,-5,-2,11,-2,18
C=CCNc1sc(C(=O)C2CC2)c(N)c1C#N,-2.7,15,8,3,-1,2,15,-2,10
CCOC(=O)c1cnc2c(C(=O)OC)cccc2c1NCc1ccco1,-1.4,15,21,-22,2,3,-5,-1,13
NC(=O)c1cc([N+](=O)[O-])ccc1NCc1cnccn1,-1.1,2,-24,-6,3,-2,-82,0,3
COc1cccc(NC(=O)CN(C)C(=O)[C@@H]2CCCN2C(=O)c2cccs2)c1,-0.2,-5,-6,-5,-3,-3,-2,-1,9
